From PubChem BioAssay
Rv3671c protease: Rv3671c serine protease inhibitors, primary screen, biochemical, fluorescence polarization, M. tuberculosis H37Rv; P9WHR9; inhibition, % at 5.96 µM; hit rate 0.048% among 320,000; in the data active = inhibition above about 38%;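 also: extracellular domain of Rv3671c used as enzyme; 0% = enzyme with DMSO and 100% = no enzyme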
Target sequence (P9WHR9 whole entry, looked up, the tested form may be a part): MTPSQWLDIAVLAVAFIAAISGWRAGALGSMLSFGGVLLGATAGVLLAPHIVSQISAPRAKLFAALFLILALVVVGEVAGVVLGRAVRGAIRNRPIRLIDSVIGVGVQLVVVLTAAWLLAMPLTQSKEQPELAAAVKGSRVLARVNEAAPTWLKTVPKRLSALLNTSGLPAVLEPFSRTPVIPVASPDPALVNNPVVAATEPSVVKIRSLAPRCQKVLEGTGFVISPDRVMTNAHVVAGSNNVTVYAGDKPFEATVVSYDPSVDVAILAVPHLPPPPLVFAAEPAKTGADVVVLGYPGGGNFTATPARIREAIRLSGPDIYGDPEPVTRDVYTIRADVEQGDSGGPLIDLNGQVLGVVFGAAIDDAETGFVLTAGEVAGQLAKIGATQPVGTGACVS
MazF activator: activators of E. coli MazEF toxin-antitoxin RNase, primary screen, biochemical, fluorescence, uHTS; hit rate 0.32% among 350,000; AID 504720, 2011; FAM/BHQ RNA-DNA oligo cleavage fluorescence, 5 h; activation, % at 20 µM; Endoribonuclease toxin MazF (Escherichia coli (strain K12)), P0AE70; in the data active = activation above about 50%
Target sequence (P0AE70 whole entry, looked up): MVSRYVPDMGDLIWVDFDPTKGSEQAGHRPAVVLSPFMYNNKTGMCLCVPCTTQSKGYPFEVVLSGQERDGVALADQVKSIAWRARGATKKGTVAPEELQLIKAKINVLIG
PfHsp40 yeast: rescue of yeast from PfHsp40 toxicity, primary screen, S. cerevisiae, ATP luminescence; S. cerevisiae expressing PfHsp40, growth rescue; growth rescue, % at 12.5 µM; hit rate 0.68% among 340,000; in the data active = growth rescue above about 28%, passing the limit was not always enough; inconclusive = no clear call, values can overlap the other calls;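 also: yeast W303a lacking pdr1 and pdr3 grown in galactose medium; growth measured after three days at 30 °C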
DUSP3 inh: VHR1 phosphatase inhibitors, primary screen, biochemical, absorbance, uHTS. inhibition, % at 13.3 µM. recombinant VHR phosphatase, pNPP absorbance. hit rate 0.52% among 290,000. Dual specificity protein phosphatase 3 (Homo sapiens), P51452; in the data active = inhibition above about 50%; also: some compounds called inactive have numbers as strong as hits
Target sequence (P51452 whole entry, looked up): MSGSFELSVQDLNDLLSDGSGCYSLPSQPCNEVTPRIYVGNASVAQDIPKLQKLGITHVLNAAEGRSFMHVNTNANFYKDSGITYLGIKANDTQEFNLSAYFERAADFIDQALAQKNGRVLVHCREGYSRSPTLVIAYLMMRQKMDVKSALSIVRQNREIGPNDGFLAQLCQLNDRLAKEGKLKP
SARS 3CLpro inh: SARS-CoV 3CLpro protease inhibitors, primary screen, biochemical, quenched FRET | Replicase polyprotein 1ab (Severe acute respiratory syndrome coronavirus), P0C6X7 | recombinant SARS-CoV 3CLpro, quenched FRET peptide cleavage | inhibition, % at 6 µM | hit rate 0.14% among 290,000 | AID 1706, 2009; in the data active = inhibition above about 12%
PriA SSB inh: inhibitors of Klebsiella pneumoniae PriA binding to SSB C-terminal tail, primary screen, biochemical, AlphaScreen; PriA–SSB C-terminal tail interaction (Klebsiella pneumoniae); AlphaScreen SSBct-PriA binding, biotinylated peptide; inhibition, % at 33 µM; hit rate 0.6% among 430,000; in the data active = inhibition mostly above about 37%, no sharp cut-off; inactive = mostly below about 20%;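 also: plate controls were negative control peptide for no effect and reference peptide for full effect; strong numbers were not always called active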
Anthrax LF inh2: Bacillus anthracis LF protease inhibitors, primary screen, biochemical, multiplex microsphere, MLPCN library. hit rate 0.12% among 360,000. inhibition, % at 10 µM. Lethal factor (Bacillus anthracis), P15917. multiplex microsphere protease cleavage assay; in the data active = inhibition above about 30%; inconclusive = no clear call, values can overlap the other calls; also: plate controls were buffer without enzyme for full effect and enzyme alone for no effect
Yp Topo-I inh: Yersinia pestis topoisomerase I inhibitors, primary screen, biochemical, cleavage product accumulation, plate reader, single point. Y. pestis Topo-I cleavage product accumulation. activity, % at 10 µM. hit rate 0.064% among 360,000; in the data active = activity above about 50%, passing the limit was not always enough; inconclusive = no clear call, values can overlap the other calls; also: inactives centre near 2
TcdB inh: TcdB glycohydrolase inhibitors, primary screen, biochemical, single point, plate reader | Toxin B (Clostridioides difficile), P18177 | TcdB glycohydrolase enzymatic assay | inhibition, % at 9.99 µM | hit rate 0.24% among 350,000 | AID 652162, 2013; in the data active = inhibition above about 10%
BH1578 lux ind: inducers of Vibrio cholerae quorum light production without autoinducers, primary screen, BH1578 luxS cqsA deficient, single point | V. cholerae BH1578 lux reporter, luminescence, 6 h | activation, % at 18.7 µM | hit rate 0.16% among 350,000 | AID 588436, 2011; in the data active = activation mostly above about 9.7%, no sharp cut-off; inconclusive = no clear call, values can overlap the other calls; inactive = mostly below about 3.7%; also: not every result past the cut was called active; inactives centre near 0; reference of the scale not given here
* = called active by the depositor; i = inactive; ? = inconclusive; / = no result given; & = joins results of further samples. These rows are one share of the data; the hit share may differ from the screen's.

canonical_smiles	Rv3671c protease	MazF activator	PfHsp40 yeast	DUSP3 inh	SARS 3CLpro inh	PriA SSB inh	Anthrax LF inh2	Yp Topo-I inh	TcdB inh	BH1578 lux ind
CCC(=O)N1CCC1(C)C(=O)Nc1nccs1 (stereo not drawn)	/	/	/	/	/	/	-6	2	-4.1	i
CN(C)CC(CCC(CN(C)C)C(=O)c1ccccc1)C(=O)c1ccccc1 (stereo not drawn)	/	11	1.4	25	-2	-5	-6	-2	/	-0.9
O=C(C1CCN(S(=O)(=O)c2ccc(F)cc2)CC1)N1CC=C(c2ccccc2)CC1	-13	2	2.0	-2	2	-2	-13	33	/	-3.0
CN(C)C(CNc1ccc(S(C)(=O)=O)cc1[N+](=O)[O-])c1ccccc1 (stereo not drawn)	4	-33	0.9	26	-3	4	-5	-12	-1.7	-0.7
CC(NC(=O)CN(C)S(=O)(=O)c1ccc(F)cc1)C1CC2CCC1C2 (stereo not drawn)	-3	6	0.9	/	/	-6	-7	7	1.1	2.7
COc1ccc(CC(=O)Nc2sc(Cc3ccccc3)c(C)c2C(N)=O)cc1	0	-34	-0.6	22	6	-13	1	-7	/	i
CCO[C@H]1OC(C(=O)N2CCCCCCC2)=C[C@@H](C)[C@@H]1CCCO	1	7	0.3	-11	-4	-7	2	-1	0.8	-0.8
Cc1ccc(S(=O)(=O)N2CCCCC2)cc1NC(=O)COC(=O)C1CC2C=CC1C2 (stereo not drawn)	-6	-8	-0.2	26	0	2	8	18	/	-0.2
Cc1cccc(C)c1NC(=O)CC(NCc1ccco1)C(=O)O (stereo not drawn)	-7	-3	-0.3	-13	-7	6	-5	0	1.1	-0.1
CCN(CC)c1ccc(NC(=O)COC(=O)/C=C/c2nc3ccccc3s2)cc1	-1	11	-0.6	22	0	27	-1	-3	/	-0.4
O=C(Nc1ccccc1)Nc1csc2ccccc12	6	0	/	8	2	-8	2	-21	1.8	i
COC(=O)C1=C(C)N(c2cc(C)cc(C)c2)/C(=C/c2ccc(O)cc2)C1=O	-9	9	0.7	13	2	-9	-2	3	2.6	i
CN(C)C=C1C(=O)c2ccccc2C1=O	-9	-10	1.2	-8	-5	-6	0	7	/	i
CCCSc1nnc2nc(C)cc(C)n12	6	-10	0.1	21	3	-3	-6	-4	0.9	-0.2
COc1cc(C(=O)Nc2oc(-c3ccccc3)c(-c3ccccc3)c2C#N)cc(OC)c1OC	-3	-3	0.7	25	1	-18	-9	-2	/	-0.3
COc1ccccc1N1CN(CCc2ccccc2)CNC1=S	-5	5	-1.4	1	2	-7	-13	2	0.0	-0.4
Cc1ccc(S(=O)(=O)n2nc(OC(=O)C(C)(C)C)cc2N)cc1	19	-2	-1.0	8	0	-19	6	3	/	-0.7
NS(=O)(=O)c1ccc(NC(=O)COC(=O)CCc2ccccc2)cc1	-6	8	-1.6	27	-3	-9	1	0	0.6	-2.3
CCOCCCNC(=O)C(NC(=O)c1ccc(NC(C)=O)cc1)c1ccc(OC)cc1 (stereo not drawn)	7	4	-1.8	21	-4	-14	-1	-4	/	-0.2
CCC(C)(C)n1nnnc1C(c1cc2ccc(OC)cc2[nH]c1=O)N1CCc2ccccc2C1 (stereo not drawn)	7	-75	1.1	6	-2	17	1	-1	/	i
Cc1c[nH]c2cccc(OCC(O)CNC(C)(C)C)c12 (stereo not drawn)	-2	0	-0.1	-13	6	-8	0	-9	/	-1.0
CCOC(=O)CCSc1nc(C)c2ccccc2n1	2	0	-1.2	8	0	-13	-2	11	/	i
COc1cc(OC)cc(C(=O)NCC2CCCN(Cc3ccc(SC)cc3)C2)c1 (stereo not drawn)	-2	2	0.2	-13	0	3	0	6	0.8	i
COc1ccc(NC(=O)C2(C)Cc3c(-c4ccccc4)ccnc3O2)cc1OC (stereo not drawn)	/	/	/	/	/	/	-9	19	2.8	i
O=C(O)c1cc2ccccc2oc1=O	-1	4	0.5	6	-1	-2	-7	1	1.0	-0.3
COc1ccccc1-n1cnnc1SCC(=O)c1c[nH]c2ccccc12	11	5	-1.6	-1	-1	-9	1	-1	0.7	i
Cc1cccc(CSc2nnnn2-c2ccccc2)c1	1	-11	33*	12	-3	-64	-4	12	/	i
O=C(NCc1ccco1)C1(S(=O)(=O)c2ccc(Cl)cc2)CC1	3	5	-0.4	-4	2	-4	3	-1	/	-0.9
C#CCOc1ccc2c(C)cc(=O)oc2c1	4	-4	-1.1&-0.1	-20	2	2	-4	1	0.9	6.2&-0.2
N#C/C(=C\c1ccc(N2CCOCC2)o1)C(=O)NCCc1ccccc1	-17	-70	0.9	22	-3	-4	7	-4	-1.6	0.3
COc1cc(NS(=O)(=O)c2ccc(NC(=S)NC(=O)c3sc4ccccc4c3Cl)cc2)ncn1	-26	5	1.1	-22	4	-3	-3	16	/	-0.2
COc1ccc(C(=O)N/C(=C\c2cn(S(=O)(=O)N(C)C)c3ccccc23)C(=O)N2CCOCC2)cc1	-2	1	0.5	46	-4	4	-1	22	-1.2	0.5
Cc1nc2cc([N+](=O)[O-])ccc2c(=O)n1-c1ccccc1[N+](=O)[O-]	-2	10	?	-1	1	-1	-1	2	/	i
C=CCN(CC=C)C(=S)Nc1cc(Cl)ccc1OC	-1	4	1.6	9	-2	-8	-8	7	1.9	-0.3
CCOCCCNC(=S)NCCCNc1nc2ccc(C)cc2cc1C#N	-3	/	/	22	-3	/	/	/	-0.2	/
COc1ccc(N2CCN(C(=O)CSc3nnc(C4CC4)n3C3CC3)CC2)cc1	/	7	/	/	/	/	-6	8	1.2	-0.2
CCOC(=O)c1cc2oc(C(c3nnnn3C3CCCCC3)N3CCOCC3)cc2[nH]1 (stereo not drawn)	1	-21	1.2	16	0	4	-2	8	/	0.9
Nc1ccc2ccc(O)cc2c1	/	14	-0.5	/	/	13	-15	-39	1.3	i
COc1cc(C(=O)N/C(=C\c2cn(S(=O)(=O)N(C)C)c3ccccc23)C(=O)NCCCO)cc(OC)c1OC	3	2	1.6	-6	-3	2	-2	11	1.4	i
CCn1c(=O)c2cc(S(=O)(=O)NC3CCCCC3)ccc2n(CC)c1=O	-6	-2	0.1	-2	2	-13	-5	-4	/	i
Cc1cc(-c2nnc(CCC(=O)N(CC3CCC3)CC3CCCO3)o2)no1 (stereo not drawn)	-15	-7	-0.5	12	6	-17	0	-1	2.2	-0.2
O=C(CSc1nnnn1-c1ccc(Cl)cc1)N1CCNC1=O	-6	2	0.1	/	/	-5	-2	-1	1.3	i
Cn1c(CC(=O)Nc2ccccc2C(F)(F)F)c(Sc2ccccc2)c2ccccc21	-2	9	17	17	3	-7	-5	20	/	-0.2
c1ccc(CNc2nc(NCc3ccccc3)c3ccccc3n2)cc1	4	-40	-1.2	36	2	8	-1	-17	/	0.6
N#Cc1ccccc1OCC(=O)N1N=C(c2cccs2)CC1c1ccco1 (stereo not drawn)	-5	1	0.2	/	/	-9	-3	6	0.7	i
Cc1ccc(C(=O)N(CC(=O)Nc2ccc(Cl)c(Cl)c2)Cc2ccco2)cc1	-2	8	0.2	4	7	-6	-1	16	/	-1.2
O=C(CN(CC1CCCO1)C(=O)Cn1nnc(-c2ccc(F)cc2)n1)NC1CCCCC1 (stereo not drawn)	-3	-10	-0.7	7	0	-12	-3	13	0.6	-9.7
CCN1C(=O)[C@H]2[C@H]3CN=C(SCc4ccc(Cl)cc4)N3[C@@](CC)(C(=O)OC)[C@H]2C1=O	/	-3	-1.7	/	/	-5	6	31	1.2	i
CCNC(=O)C1CCCN(C(=O)c2cccc(C(F)(F)F)c2)CC1 (stereo not drawn)	/	/	/	/	/	/	-4	1	1.1	-4.0
CCOc1ccc(N2CC(C(=O)N/N=C/c3sccc3C)CC2=O)cc1 (stereo not drawn)	12	3	-0.4	26	0	i	-6	2	1.3	-0.5

One compound at a time, as listed above. Screens in order: Rv3671c protease, MazF activator, PfHsp40 yeast, DUSP3 inh, SARS 3CLpro inh, PriA SSB inh, Anthrax LF inh2, Yp Topo-I inh, TcdB inh, BH1578 lux ind
Profile of C=CCN(CC=C)C(=S)Nc1cc(Cl)ccc1OC : -1, 4, 1.6, 9, -2, -8, -8, 7, 1.9, -0.3
Profile of CCOC(=O)c1cc2oc(C(c3nnnn3C3CCCCC3)N3CCOCC3)cc2[nH]1 (stereo not drawn) : 1, -21, 1.2, 16, 0, 4, -2, 8, /, 0.9

(list continues)
canonical_smiles	Rv3671c protease	MazF activator	PfHsp40 yeast	DUSP3 inh	SARS 3CLpro inh	PriA SSB inh	Anthrax LF inh2	Yp Topo-I inh	TcdB inh	BH1578 lux ind
CS(=O)(=O)N(CC(=O)N/N=C/c1cccc2c1OCCO2)c1ccccc1Br	2	3	0.7	11	2	/	/	24	/	i
CCCn1nnc(NC(=O)c2ccc(-c3cc(Cl)ccc3Cl)o2)n1	-14	3	1.2	-18	1	-8	-1	25	0.8	-0.3
COc1ccc(Br)cc1S(=O)(=O)N1CCN=C1C	0	8	-0.3	12	0	-2	-4	0	/	-0.5
C/C=C/c1ccc2c(c1)O[C@H](CN(C)C(=O)NC1CCCC1)[C@H](C)CN([C@H](C)CO)S2(=O)=O	/	1	/	/	/	/	-4	15	-0.5&1.0	-2.4
O=C(Cn1cc2c(n1)CCCC2)NC1CCN(Cc2ccccc2)CC1	4	9	0.7	13	2	-3	-5	6	-0.3	-0.1
O=C1c2cccc3cccc(c23)C(=O)N1CCN1CCN(CC(O)COCc2ccc(Cl)cc2)CC1 (stereo not drawn)	1	17	1.2	13	-3	17&16	-3	4	/	-0.3
CCOC(=O)c1c(NC(=O)Cn2nnc(-c3ccc(Cl)cc3)n2)sc(CC)c1C	-18	-11	-0.5	0	8	6	-12	2	/	0.5
[N-]=[N+]=CC(=O)c1ccnc(C(=O)C=[N+]=[N-])c1	4	4	-0.5	22	0	-4	3	-7	/	7.3
